mIDH1 inhibitor – blocks human mutant IDH1 R132H enzyme; Potency, µM (titrated, usually from 76.6 µM), inactives show at the highest dose activity change, negative = inhibition, most hits filed as inhibitors; 390,000 compounds, 0.093% hits; IDH1-R132H enzyme, NADPH consumption, diaphorase/resazurin fluorescence; AID 602179; also: % is scaled to controls: 0 for no effect and ±100 for the full control effect; nearly all actives have a fitted effect of over 65% in size
Target sequence (O75874 whole entry R132H, stated change not applied): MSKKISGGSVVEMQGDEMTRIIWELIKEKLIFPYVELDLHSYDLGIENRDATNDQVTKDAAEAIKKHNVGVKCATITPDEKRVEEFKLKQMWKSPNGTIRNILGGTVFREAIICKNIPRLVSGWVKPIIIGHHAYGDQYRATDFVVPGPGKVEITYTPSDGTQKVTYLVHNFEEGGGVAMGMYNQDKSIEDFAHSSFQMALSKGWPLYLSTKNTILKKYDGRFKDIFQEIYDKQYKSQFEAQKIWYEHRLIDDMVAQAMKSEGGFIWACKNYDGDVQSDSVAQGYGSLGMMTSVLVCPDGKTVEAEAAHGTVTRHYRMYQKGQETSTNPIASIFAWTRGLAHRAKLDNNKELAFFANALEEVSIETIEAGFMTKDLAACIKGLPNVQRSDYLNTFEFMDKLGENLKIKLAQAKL
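IDH1-R132H (0.5 ug/mL dispensed) in pH 7.5 Tris buffer was preincubated 30 min with compound, then given a substrate mix of 0.016 mM NADPH and 2 mM alpha-KG for 80 min at room temperature; remaining NADPH was read by diaphorase/resazurin fluorescence.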
TrxR1 substrate – rat thioredoxin reductase 1 substrate activity; purified TrxR1 substrate turnover, NADPH consumption readout; Potency, µM (doses to about 114 µM), for the others: at the top dose activity change, negative = substrate turnover; 390,000 compounds, 0.01% hits; AID 588456; also: % is scaled to controls: 0 for no effect and ±100 for the full control effect; nearly all actives have a fitted effect of over 50% in size
Target sequence (O89049 whole entry, looked up): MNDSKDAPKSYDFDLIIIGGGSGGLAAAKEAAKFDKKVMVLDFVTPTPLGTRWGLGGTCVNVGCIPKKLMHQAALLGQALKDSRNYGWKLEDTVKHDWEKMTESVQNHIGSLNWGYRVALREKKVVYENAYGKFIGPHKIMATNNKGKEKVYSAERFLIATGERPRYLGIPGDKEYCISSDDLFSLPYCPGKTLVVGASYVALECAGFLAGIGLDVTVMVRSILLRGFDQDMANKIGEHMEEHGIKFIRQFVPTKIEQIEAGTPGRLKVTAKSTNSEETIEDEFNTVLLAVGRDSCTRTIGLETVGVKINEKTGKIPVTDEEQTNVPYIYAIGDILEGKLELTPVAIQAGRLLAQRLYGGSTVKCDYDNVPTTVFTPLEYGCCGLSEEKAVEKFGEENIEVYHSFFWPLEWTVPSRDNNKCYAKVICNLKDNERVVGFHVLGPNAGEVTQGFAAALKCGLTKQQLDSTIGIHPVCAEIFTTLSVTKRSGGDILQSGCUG
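Rat TrxR1, dispensed at 90 nM, was prereduced with 400 uM NADPH (final) for 5 min at ~22 deg C, then incubated with compound 15 min before 400 uM selenite. A first-read NADPH fluorescence drop versus no-compound background flagged substrates.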
RGS4 inhibitor – blocks human RGS4-accelerated GTP hydrolysis; 390,000 compounds, 0.039% hits; AID 504845; Potency, µM (highest dose often 114 µM), for inactives: at the highest dose activity change, negative = inhibition, most hits filed as inhibitors; Transcreener GDP fluorescence polarization, RGS4-accelerated GTP hydrolysis; P49798; also: % is scaled to controls: 0 for no effect and ±100 for the full control effect; nearly all actives have a fitted effect of over 75% in size; some results filed as inactive show a strong effect at the top dose
Target sequence (P49798 whole entry, looked up): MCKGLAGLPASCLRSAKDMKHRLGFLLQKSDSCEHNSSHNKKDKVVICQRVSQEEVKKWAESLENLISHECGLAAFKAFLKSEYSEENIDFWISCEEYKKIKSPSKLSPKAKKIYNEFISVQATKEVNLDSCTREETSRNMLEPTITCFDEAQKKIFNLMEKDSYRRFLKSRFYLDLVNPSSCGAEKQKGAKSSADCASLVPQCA
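MLSMR compounds (23 nl, pin-transferred) preincubated 10 min at room temperature with a 500nM (2x) first reagent, then RGS4 at 900nM (2x) plus Transcreener GDP mix added; fluorescence polarization (620/688 nm) read before and after 90 min at 30 °C.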
rTrxR1 inhibitor – blocks rat thioredoxin reductase 1; recombinant rTrxR1, NADPH fluorescence consumption, selenite substrate; Potency, µM (series often up to 114 µM), for inactives: top-dose activity change, negative = inhibition, usual class: inhibitors; 390,000 compounds, 1% hits; AID 588453; also: % is scaled to controls: 0 for no effect and ±100 for the full control effect; nearly all actives have a fitted effect of over 65% in size
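Rat TrxR1 (90 nM in the dispensed reagent) was pre-reduced with 400 uM NADPH for 5 min at room temperature, then incubated with compound for 15 min. After 400 uM selenite was added, NADPH fluorescence (Ex 340/Em 450 nm) was followed for 8 min.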
Vif-A3G inh – blocks the Vif interaction with human APOBEC3G; Potency, µM (highest dose often 46.1 µM), for the others: at the top dose activity, negative = active, usual class: inhibitors; 410,000 compounds, 0.076% hits; Q9HC16; HeLa A3G-eYFP + Vif (tagged APOBEC3G with the HIV-1 protein that degrades it), YFP fluorescence, overnight;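 also: % is scaled to controls: 0 for no effect and ±100 for the full control effect; nearly all actives have a fitted effect of over 60% in size; hits raise eYFP signal because A3G escapes Vif-driven loss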
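HeLa cells stably expressing Vif and C-terminally eYFP-tagged A3G, seeded overnight at 37 deg C, then exposed to compound by pintool overnight at 37 deg C. Rise in yellow fluorescence (Ex 488/Em 500-530, Acumen) marks blocked Vif-driven A3G degradation.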
ALOX12 inh – ALOX12 (human) lipoxygenase inhibition. Potency, µM (top dose mostly 108 µM), for inactives: top-dose activity change, negative = inhibition, actives largely listed as inhibitors. AID 1671190. P18054. 580,000 compounds, 1.1% hits. purified 12hLO, xylenol orange hydroperoxide absorbance; also: % is scaled to controls: 0 for no effect and ±100 for the full control effect
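Hydroperoxide product was detected by ferrous iron/xylenol orange as the 573 to 405 nm absorbance ratio. Arachidonic acid at 40 uM (final) was turned over for 30 min at room temperature by 150 nM human 12hLO, pH 7.0 Hepes buffer, after 15 min compound preincubation.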
USP1-UAF1 inh – blocks the human USP1/UAF1 deubiquitinase complex. O94782. recombinant USP1/UAF1, Ub-Rhodamine cleavage fluorescence. Potency, µM (doses to about 57.1 µM), for inactives: top-dose activity change, negative = inhibition, actives largely listed as inhibitors. 390,000 compounds, 0.23% hits. AID 743255; also: % is scaled to controls: 0 for no effect and ±100 for the full control effect; nearly all actives have a fitted effect of over 60% in size; inactives centre near -12
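High-throughput fluorogenic screen: 1nM USP1/UAF1 complex, Ub-Rho substrate 150nM final, 50mM HEPES pH 7.8 with 0.5mM EDTA, 0.1 mg/ml BSA, 1mM TCEP and 0.01% Tween-20.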
Vif-APOBEC3F blk – Vif-A3F binding inhibition; HeLa A3F-eYFP + Vif (tagged APOBEC3F with the HIV-1 protein that degrades it), YFP fluorescence increase; Potency, µM (top dose mostly 46.1 µM), for inactives: at the top dose activity, negative = active; 390,000 compounds, 0.2% hits; AID 602313; also: % of control where 0% means no effect; nearly all actives have a fitted effect of over 65% in size
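HeLa cells stably expressing Vif plus C-terminally eYFP-tagged A3F were seeded, incubated overnight at 37 deg C, dosed with compound, incubated overnight again at 37 deg C. Yellow fluorescence (Ex 488/Em 500-530) reported blocked Vif-mediated A3F-eYFP degradation.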
RXFP1 agonist – activates the human relaxin receptor RXFP1 | Q9HBX9 | HEK293T-RXFP1 cAMP TR-FRET, 30 min; response scale: percent of porcine relaxin response, buffer zero | Potency, µM (top dose mostly 57.5 µM), for inactives: at the top dose activation, hits mostly activators | 370,000 compounds, 0.3% hits | AID 2676; also: % is scaled to controls: 0 for no effect and ±100 for the full control effect; nearly all actives have a fitted effect of over 60% in size; many of its hits are not listed in these tables
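Agonist response is measured as cAMP accumulation in an RXFP1-transfected HEK293T line under PDE4 inhibition. Values are scaled between buffer-only and 29 nM porcine relaxin, and EC50s come from standard Hill equation fits.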
Numbers without * were called inactive; ? = inconclusive; . = not tested or not shown; [ ] = another dose, or the depositor's remark. Calls follow the shape of the dose curve; as a rule, active = well fitted curve in the direction sought with a large enough effect; inconclusive = small, poorly fitted or top-dose-only effect, or another doubt; inactive = no such curve, though single readings can be large; an effect the other way counts as inactive or inconclusive. Potency is read from the fitted curve at half-maximal effect. A portion of the library. The share of hits here may be higher or lower than overall.

Order of values: rTrxR1 inhibitor | RXFP1 agonist | mIDH1 inhibitor | USP1-UAF1 inh | RGS4 inhibitor | Vif-A3G inh | TrxR1 substrate | ALOX12 inh | Vif-APOBEC3F blk
Cc1ccc(Cl)cc1NC(=O)N1CCC2(CC1)Oc1ccccc1C(=O)N2Cc1ccccc1F
  15% | 1.5% | . | ? | 26% | . | -6% | -9% | .
Cc1sc2nc(C3CC3)nc(SCC(=O)N3CC(=O)Nc4ccccc43)c2c1C
  15% | 1.8% | 1% | -5% | -17% | -3% | 5% | 2% | -8%
Cc1ccn2c(C(=O)N/N=C\c3ccccc3[N+](=O)[O-])c(C)nc2c1
  16% | . | 2% | -8% | -4% | 2% | 3% | 3% | -1%
O=C(Nc1cc(S(=O)(=O)N2CCOCC2)ccc1N1CCCC1)c1ccc(Cl)cc1
  -24% | -0.4% | 0% | -8% | ? | 0% | -14% | 25µM* | 3%
COc1cc(OC)c(C(=O)OCC(=O)NC23CC4CC(CC(C4)C2)C3)cc1OC
  -11% | . | 0% | -20% | -27% | 1% | -10% | 16% | 4%
Cc1ccc(NC(=O)C2CCCN(c3nccc(C)n3)C2)c(C)c1 (stereo not given)
  -5% | 6.6% | 0% | -7% | 21% | -8% | 0% | -6% | -6%
O=[N+]([O-])c1ccc(Cl)cc1NCc1cccnc1
  -8%[57.1 µM] | . | 3% | 5% | 1% | -4% | 2%[57.1 µM] | -8% | -4%
Cc1cccc(Nc2nc(-c3sc(C)nc3C)cs2)c1
  15%[57.1 µM] | 0.1% | 9% | -18% | -38% | -18% | 11%[57.1 µM] | 3% | -38%
CNC(=O)c1ccc(-c2cc3onc(-c4ccccc4)c3c(=O)n2C)cc1
  -16% | . | 10% | -22% | 4% | 0% | -7% | ? | 2%
COc1cccc(CNC(=O)C2Cc3ccccc3CN2C(C)=O)c1 (stereo not given)
  31%[57.1 µM] | -0.5% | 10% | -18% | ? | 0% | 16%[57.1 µM] | -5% | -9%

Continuation:
Order of values: rTrxR1 inhibitor | RXFP1 agonist | mIDH1 inhibitor | USP1-UAF1 inh | RGS4 inhibitor | Vif-A3G inh | TrxR1 substrate | ALOX12 inh | Vif-APOBEC3F blk
CC1(C)CC(=O)C2=C(C1)OC1=C(C(=O)CC(C)(C)C1)C2c1ccc(O)cc1O
  3.5µM* | -3.5% | -1% | -7% | ? | -21% | 1% | ? | -11%
COC(=O)CSc1nc2cc3c(cc2cc1C#N)OCO3
  19% | ? | -3% | 3% | 12% | -1% | 12% | ? | -21%
Cc1cc(C)c2cc(CN(CCN3CCCC3)C(=O)Nc3ccc(F)cc3)c(=O)[nH]c2c1
  20% | 3.6% | -2% | -4% | 22% | -9% | 8% | 437%[activator] | 0%
CCOc1cc2oc(=O)c3c(c2cc1Cl)CCC3
  17% | 4.3% | -3% | -16% | -4% | 0% | 14% | 5% | -1%
CCCc1nnc(NC(=O)CCC(=O)N2CCN(Cc3ccccc3)CC2)s1
  -36% | -2.4% | 1% | -3% | -7%[11.4 µM] | 0% | -9% | -10% | 1%
COc1ccc(C)cc1NC(=O)C(CCSC)NS(=O)(=O)c1ccc2c(c1)oc(=O)n2C (stereo not given)
  20%[57.1 µM] | -1.0% | -1% | ? | 1% | -5% | 1%[57.1 µM] | -2% | -6%
O=C(CSc1nnnn1C1CCCCC1)Nc1cccc(NC(=O)c2ccco2)c1
  -8% | 0.1% | 2% | -17% | -91%[11.4 µM] | -2% | 8%[57.1 µM] | 52%[activator] | 6%
CC(C)CCNC(=O)CNC(=S)N(Cc1ccccc1)Cc1cccnc1
  14%[57.1 µM] | 0.6% | 3% | -18% | -4% | 0% | -20%[57.1 µM] | 9% | 0%
COc1ccccc1NC(=O)C(O)C(O)C(=O)Nc1ccccc1OC (stereo not given)
  -8% | 0.1% | 0% | -21% | -37% | -8% | -4% | -9% | .
O=S(=O)(c1ccc(OC(F)(F)F)cc1)N1CCC(c2nc3ccccc3s2)CC1
  13% | -0.5% | -8% | -26% | 3% | 4% | -1% | -1% | -5%

The list goes on.
Order of values: rTrxR1 inhibitor | RXFP1 agonist | mIDH1 inhibitor | USP1-UAF1 inh | RGS4 inhibitor | Vif-A3G inh | TrxR1 substrate | ALOX12 inh | Vif-APOBEC3F blk
O=C(O)c1cc(S(=O)(=O)N2CCCCC2)ccc1N1CCOCC1
  6% | . | -2% | -12% | -9% | -1% | 4% | 341%[activator] | -11%
O=[N+]([O-])c1cc(C(F)(F)F)ccc1NCCCN1CCOCC1
  11%[57.1 µM] | -1.9% | 21% | ? | -2% | 4% | 3%[57.1 µM] | -20% | -7%
CCN1CCN(CCNC(=O)c2ccc(/C=C3/Sc4ccccc4N(Cc4cccc(Cl)c4)C3=O)cc2)CC1
  21% | 2.8% | -14% | -7% | -10% | -18% | -4% | -10% | -14%
CC1(C)Cc2c(sc(NC(=O)C(=O)N3CCOCC3)c2C(N)=O)CO1
  12% | 4.4% | 2% | -25% | -8% | 4% | -1% | -1% | -5%
N#Cc1ccc(CSc2nnc(NC(=O)c3ccc(=O)[nH]c3)s2)cc1
  7% | 0.2% | -7% | -18% | ? | -4% | 0% | -6% | 1%
O=C(NCCO)c1cc([N+](=O)[O-])cc2c1C=Cc1ccccc1O2
  2%[57.1 µM] | -2.2% | 6% | -6% | -1% | 0% | -6% | -20% | 12%
CCOC(=O)C1CCN(S(=O)(=O)c2ccc3[nH]c(=O)oc3c2)CC1
  28% | -0.5% | 4% | 4% | 2% | 3% | 1% | -12% | 3%
CC(C)CCN1C(=O)c2ccc(C(=O)OCC(=O)N(CC(C)C)C3CCS(=O)(=O)C3)cc2C1=O (stereo not given)
  1% | . | -13% | -13% | 17% | -4% | -11% | 19% | 1%
Cc1cccc(NS(=O)(=O)c2ccc(NS(=O)(=O)c3cccs3)cc2)c1
  13%[0.0914 µM] | 0.3% | 6% | -6% | -8% | 0% | -2% | -27% | 10%
Nc1ccc(C(=O)Nc2ccc3nc(-c4cccnc4)[nH]c3c2)cc1
  3% | -0.6% | 5% | 1% | 9% | 0% | -3% | ? | 1%

Next section:
Order of values: rTrxR1 inhibitor | RXFP1 agonist | mIDH1 inhibitor | USP1-UAF1 inh | RGS4 inhibitor | Vif-A3G inh | TrxR1 substrate | ALOX12 inh | Vif-APOBEC3F blk
COc1ccc(/C=C/c2nc(-c3ccccc3O)n[nH]2)cc1OC
  3% | -1.0% | -1% | -21% | 5% | -7% | -9% | ? | 10%
COc1ccccc1C1C(C(=O)c2cc3ccccc3o2)=C(O)C(=O)N1CCN(C)C (stereo not given)
  -1%[57.1 µM] | 28% | 1% | -11% | 37% | -2% | -6% | 0% | 2%
CCN(CCNC(=O)CN1CCN(Cc2ccc(Cl)cc2)C1=O)c1ccccc1
  10%[57.1 µM] | -1.7% | 2% | -3% | -4% | 3% | 12%[57.1 µM] | 0% | 3%
O=C(COc1ccc(Br)cc1CO)Nc1ccc(S(=O)(=O)N2CCCC2)cc1
  -12% | -0.7% | 3% | -9% | 2% | 0% | -15% | -15% | 10%
CCOc1ccc(C2CC(c3ccc(OC)c(OC)c3)n3nc(N)nc3N2)cc1 (stereo not given)
  15%[57.1 µM] | 1.0% | -2% | -4% | -4% | -5% | 4%[57.1 µM] | 5% | 2%
Cc1c(Cl)cnc(NC(=O)COC(=O)c2cccs2)c1Cl
  2% | 0.3% | 9% | -23% | -7% | 13% | 4% | ? | 1%
CCC(C(N)=NCCc1ccc(OC)c(OC)c1)c1ccccc1 (stereo not given)
  3% | 1.0% | 5% | -4% | 22% | -7% | 2% | 9% | 1%
CC(=O)N1CCc2cc(S(=O)(=O)NC(C(=O)NCc3ccccc3)C(C)C)ccc21 (stereo not given)
  2% | 0.1% | 1% | -19% | 8% | -1% | 0% | 10% | -16%
O=S(=O)(NC1CCCCC1Sc1ncccn1)c1ccccc1 (stereo not given)
  9% | 0.6% | 6% | -4% | -12% | 0% | 3% | -22% | -5%
CCOC(=O)N1CCC(N2CCN(Cc3ccc(C)o3)C(CCO)C2)CC1 (stereo not given)
  18%[11.4 µM] | -1.5% | 11% | 1% | ? | 3% | 16%[57.1 µM] | -22% | -3%

(listing goes on)
Order of values: rTrxR1 inhibitor | RXFP1 agonist | mIDH1 inhibitor | USP1-UAF1 inh | RGS4 inhibitor | Vif-A3G inh | TrxR1 substrate | ALOX12 inh | Vif-APOBEC3F blk
COC(=O)c1ccccc1S(=O)(=O)N1CCC(C(=O)OC(C)C(=O)Nc2ccc(NC(C)=O)cc2)CC1 (stereo not given)
  -9% | -1.1% | 6% | 2% | -2% | -4% | -5% | 7% | 1%
C[C@@H]1C[C@H](Nc2ccccc2)c2ccccc2N1C(=O)c1cccnc1
  -7% | 0.5% | 0% | -1% | -5% | ? | -8% | -28% | -4%
CC(C)Cc1cc(C(=O)Nc2cc(C(F)(F)F)ccc2Cl)no1
  2%[57.1 µM] | 2.8% | 0% | -17% | 6% | -5% | 9%[57.1 µM] | 0% | -6%
CC(C)(C)c1ccc(S(=O)(=O)N2CCC(c3nc4ccc(Cl)cc4[nH]3)CC2)cc1
  18% | -0.2% | 1% | -18% | -7% | 2% | 8% | 4% | 1%
COC(=O)Cn1c(=NC(=O)CSC(C)=O)sc2ccccc21
  12%[57.1 µM] | 1.1% | 4% | -23% | -15% | 3% | 8%[57.1 µM] | -1% | 0%
